CCHFV vOTU inh: CCHFV vOTU protease inhibitors, primary screen, biochemical, Pep-AMC substrate, fluorescence | Crimean-Congo hemorrhagic fever virus L polyprotein viral ovarian tumor (vOTU) protease … | AID 651958, 2012 | 370,000 tested, 0.55% active | inhibition, % at 11.5 µM; note: 0% = vehicle wells with enzyme and 100% = no enzyme wells
BoNT-F LC inh: BoNT/F light chain protease inhibitors, primary screen, biochemical, flow cytometry, MLPCN library. 360,000 tested, 0.22% active. Multiplex microsphere protease cleavage assay. inhibition, % at 10 µM. AID 588497, 2011; in the data active = inhibition above about 35%, passing the limit was not always enough; inconclusive = no clear call, values can overlap the other calls; note: plate controls were buffer without enzyme for full effect and enzyme alone for no effect
FadD28 FP inh: inhibitors of FadD28 bisubstrate probe binding, primary screen, biochemical, fluorescence polarization, single point; Mycobacterium tuberculosis FadD28 fatty-acid-AMP ligase; inhibition, % at 12.5 µM; 360,000 tested, 0.22% active; AID 588549, 2011; in the data active = inhibition above about 8.5%, passing the limit was not always enough; inconclusive = no clear call, values can overlap the other calls
PrPC TRFRET: inhibitors of human cell surface prion protein PrPC, primary screen, cell-based, TR-FRET | TR-FRET read-out | inhibition, % at 13.8 µM | 370,000 tested, 0.43% active; in the data active = inhibition above about 24%; note: 0% = median of the test wells and 100% = reference compound wells
BioA inh: M. tuberculosis BioA enzyme inhibitors, primary screen, biochemical, plate reader, single point, HTS; purified M. tuberculosis BioA enzyme; inhibition, % at 9.99 µM; 360,000 tested, 0.096% active; in the data active = inhibition above about 40%; inconclusive = no clear call, values can overlap the other calls
Mtb UGM inh: M. tuberculosis UGM enzyme inhibitors, primary screen, biochemical, fluorescence polarization, single point; 320,000 tested, 0.06% active; UDP-galactopyranose mutase (Mycobacterium tuberculosis (strain ATCC 25618 / H37Rv)), …; AID 504406, 2011; inhibition, % at 10 µM; purified UGM, fluorescence polarization probe displacement; in the data active = inhibition above about 10%, passing the limit was not always enough; inconclusive = no clear call, values can overlap the other calls
Target sequence (P9WIQ1 whole entry, looked up): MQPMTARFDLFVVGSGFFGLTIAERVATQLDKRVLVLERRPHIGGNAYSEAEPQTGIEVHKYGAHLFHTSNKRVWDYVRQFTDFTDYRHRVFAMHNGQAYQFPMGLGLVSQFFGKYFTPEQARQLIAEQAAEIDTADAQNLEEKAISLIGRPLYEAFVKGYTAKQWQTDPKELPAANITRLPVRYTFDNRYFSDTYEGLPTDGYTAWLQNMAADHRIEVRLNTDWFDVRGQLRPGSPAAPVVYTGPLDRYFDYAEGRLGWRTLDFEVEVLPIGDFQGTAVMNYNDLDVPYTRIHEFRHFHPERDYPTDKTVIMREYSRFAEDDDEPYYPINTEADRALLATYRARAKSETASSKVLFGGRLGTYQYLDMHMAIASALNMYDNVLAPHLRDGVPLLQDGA
BoNT A protease: BoNT/A light chain protease inhibitors, primary screen, biochemical, flow cytometry, MLPCN library | Botulinum neurotoxin type A light chain protease (Clostridium botulinum A str. ATCC 3502) | 360,000 tested, 0.17% active | inhibition, % at 10 µM | multiplex microsphere protease substrate cleavage; in the data active = inhibition above about 30%; inconclusive = no clear call, values can overlap the other calls; note: plate controls were buffer without enzyme for full effect and enzyme alone for no effect
GDH-TPI inh: GDH-TPI coupling enzyme inhibitors, primary screen, artefact control for M. tuberculosis FBA inhibitor project, biochemical, absorbance, full deck; GDH-TPI coupled enzyme counterscreen, NADH absorbance; inhibition, % at 4.8 µM; 360,000 tested, 1.2% active;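 note: 0% = DMSO wells and 100% = wells lacking the enzyme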
Mtb FBA inh: Mtb FBA enzyme inhibitors, primary screen, biochemical, fluorescence, strain H37Rv; purified M. tuberculosis FBA, fluorescence read-out; Fructose-bisphosphate aldolase (Mycobacterium tuberculosis (strain ATCC 25618 / H37Rv)), …; inhibition, % at 1 µM; 360,000 tested, 2.3% active; in the data active = inhibition above about 27%;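 note: 0% = vehicle and 100% = reference inhibitor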
Target sequence (P9WQA3 whole entry, looked up): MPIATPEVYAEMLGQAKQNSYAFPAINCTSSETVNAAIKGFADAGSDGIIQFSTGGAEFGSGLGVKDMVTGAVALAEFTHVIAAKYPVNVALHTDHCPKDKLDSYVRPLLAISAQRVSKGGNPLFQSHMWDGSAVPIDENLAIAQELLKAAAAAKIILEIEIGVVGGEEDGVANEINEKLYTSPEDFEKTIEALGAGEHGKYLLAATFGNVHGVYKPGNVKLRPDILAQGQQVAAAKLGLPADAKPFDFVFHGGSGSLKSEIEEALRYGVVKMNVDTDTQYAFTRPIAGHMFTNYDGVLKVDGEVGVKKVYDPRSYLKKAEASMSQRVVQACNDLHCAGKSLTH
* marks the source's active call; other numbers are inactive results; ? = inconclusive; nt = no result given. Cut-off read from the data, not from the text of the source, unless noted: active = inhibition above about 30%; inactive = the rest.

Screens in order: CCHFV vOTU inh	BoNT-F LC inh	FadD28 FP inh	PrPC TRFRET	BioA inh	Mtb UGM inh	BoNT A protease	GDH-TPI inh	Mtb FBA inh
CCCC(=O)Nc1sc2c(c1C#N)CC(C)(C)NC2(C)C
→ 5	-5	0.4	-5	-0.5	1.9	0.3	22	-1
C=CCNC(=O)CN1CCN(C(c2ccccc2)c2ccccc2)CC1
→ -8	?	0.5	8	1.1	-0.3	-2.1	0	-1
Fc1cccc(-c2cc3nc4c(c(N5CCOCC5)n3n2)CCCC4)c1
→ 0	-10	-1.7	-3	nt	0.0	-0.4	17	6
CCC(=O)c1ccc(OCC(=O)Nc2cccc(S(=O)(=O)N3CCCCCC3)c2)cc1
→ 25	nt	13*	13	1.1	nt	nt	4	-3
O=C(Nc1c(C(=O)N2CCN(c3ccccn3)CC2)oc2ccccc12)c1cccc([N+](=O)[O-])c1
→ 10	-10	-3.2	-4	-1.2	-0.5	-2.6	-4	-3
O=C(CSc1nc(O)cc(=O)[nH]1)Nc1ccc2c(c1)CCC2
→ -6	5	0.3	-2	-4.0	1.7	0.6	-4	3
CNC(=O)COC(=O)c1ccccc1C(=O)c1ccc(Cl)c([N+](=O)[O-])c1
→ 11	-1	-5.0	-17	nt	nt	-0.1	-12	-1
CCOC(=O)c1[nH]c2ccc(F)cc2c1NC(=O)CCN1CCSCC1
→ 18	0	-0.7	-3	0.1	-0.6	0.6	8	16
Cc1ccc2cc(CN(CCN3CCOCC3)Cc3nnnn3Cc3ccco3)c(=O)[nH]c2c1C
→ 6	-4	-0.6	-6	-3.1	nt	1.0	26	5
COCCNC(=O)C1(C)CCN(C(=O)COc2ccc(Cl)cc2Cl)C1 (configuration not stated)
→ 19	5	-2.0	-4	-4.0	nt	0.6	13	2
CCCCCCc1cc2cc(S(=O)(=O)c3ccc(C)cc3)c(=O)oc2cc1O
→ -10	7	-0.4	-1	-1.8	1.0	1.1	8	14
Cc1ccnc(N=Cc2nc(-c3ccccc3Br)oc2O)c1
→ 8	-8	-4.9	-13	nt	1.2	0.3	16	2
Cc1c[nH]c2cccc(OCC(O)CNC(C)(C)C)c12 (configuration not stated)
→ 0	-41	0.1	-8	0.4	-1.0	3.5	-1	-1
COc1ccc(-c2noc(CCC(=O)Nc3cc(Cl)c(OC)cc3OC)n2)cc1
→ 6	-1	-0.1	-1	-0.5	-0.5	-0.2	-2	-1
CC(=O)Nc1ccc(NC(=O)C(C)OC(=O)CCCOc2ccc(Cl)cc2C)cc1 (configuration not stated)
→ 6	nt	-4.1	7	1.0	-4.8	nt	-10	1
COCC(=O)Nc1cc(C)cn(Cc2cccc(C(F)(F)F)c2)c1=O
→ 6	-17	0.4	-10	-1.6	1.9	-4.6	8	-1
O=C(O)c1ccc(-c2noc(-c3ccccc3C(F)(F)F)n2)cc1
→ -9	-9	-23	3	-0.1	-2.2	0.4	11	4
c1ccc2c(c1)OCCOCCOCCOCCOc1ccccc1OCCOCCOCCO2
→ 14	-2	-0.2	4	-0.1	0.4	-0.6	8	-2
Cc1cc(C#N)c(C)c(SCc2[nH]nc3c2C(c2ccccc2)C(C#N)=C(N)O3)n1 (configuration not stated)
→ 1	1	-11	1	0.9	-0.3	-0.1	6	-1
CCN(CC)S(=O)(=O)c1ccc(OCC(=O)NCc2ccccc2)cc1
→ -18	2	-4.1	-4	0.3	2.9	-0.3	7	-5
COc1ccc(CN2C(=O)C(CC(=O)NC3CCCCC3)CC(C(=O)N(C(C)C)C(C)C)=C2C)cc1 (configuration not stated)
→ 26	4	-1.2	6	-2.3	nt	0.0	3	1
C=CCSc1nnc(-c2cc3c(C(F)(F)F)nn(C)c3s2)n1C
→ 20	-2	-3.6	2	0.7	-3.4	0.1	-11	-1
CC(=O)N1CCN(C(=S)NCc2ccccc2)CC1
→ -18	-4	-0.6	8	nt	0.8	-0.6	11	-2
CCCc1cc(=O)oc2c(C)c(OCC(=O)Nc3cccnc3)ccc12
→ 5	-3	1.4	-4	5.8	1.3	-1.5	22	10
CC(C)(C)NC(=O)Nc1ccccc1C(N)=O
→ 5	-14	-2.6	7	-1.9	2.9	-2.4	6	1
C(=N\NC1=Nc2cccc3cccc1c23)/c1cccnc1
→ 3	-4	-1.0	-3	nt	-1.7	5.3	-2	-21
CN(CC(=O)NCc1cccnc1)S(=O)(=O)c1ccc(F)cc1
→ -2	-1	-1.6	0	-2.6	0.8	-0.4	1	-3
Cc1nn(-c2ccccc2)c(Cl)c1/C=N/NC(=O)c1cccc(S(=O)(=O)N2CCCC2)c1
→ -13	-2	-3.7	-6	-1.7	0.4	-0.2	-12	-4
CCN(C(=O)c1cc2c(C)nc3ccccc3c2o1)c1cc(Cl)ccc1OC
→ -5	-1	-22	4	-1.3	0.0	-1.3	3	1
CCOC(=O)c1sc(SCc2ccccc2)c2c1CC(C)(C)CC2=O
→ 5	-1	-0.9	-1	-1.2	0.3	-0.1	18	-2
Cc1ccc(C(=O)Nc2ccc(C(=O)O)cc2NC(=O)c2ccc(C)cc2)cc1
→ 7	?	-7.5	-7	0.4	0.7	-1.0	-4	-1
Cc1ccc(S(=O)(=O)NC(C(=O)OCC(=O)NC2CCS(=O)(=O)C2)C(C)C)cc1 (configuration not stated)
→ -12	-4	0.9	0	1.2	2.9	-1.0	9	3
COC(=O)c1ccc(COc2ccc(/C=N/O)cc2)o1
→ -5	2	-2.2	4	nt	6.7	-0.6	-5	4
O=C(NCC(=O)N(CCc1ccccc1)C(C(=O)NC1CCCCC1)c1ccncc1)c1ccco1 (configuration not stated)
→ -2	9	-1.3	-7	-4.7	0.8	1.0	9	-2
CCOC(=O)n1c(=O)oc2cc(S(=O)(=O)N3CCOCC3)ccc21
→ -12	2	2.3	-4	-2.1	-0.7	0.2	15	4
CN(C)S(=O)(=O)c1ccc(N2C(=O)CC2(/C=C/c2ccccc2)C(=O)NC2CCCC2)cc1 (configuration not stated)
→ -9	-2	0.0	-5	nt	2.7	-0.1	2	4
COc1ccc(CNCCc2ccc3c(c2)OCO3)c(OC)c1OC
→ 12	28	-1.0	1	1.4	-1.1	-2.0	-1	1
O=C(Nc1nnc(-c2ccccc2)s1)c1ccccc1O
→ 0	-24	2.4	2	-3.7	-0.1	-0.2	11	5
CCN1CCN(C(=S)NCC(C)C)CC1
→ -8	4	-0.3	-1	nt	-3.1	-0.3	8	-1
COc1ccc(NC(=S)N2CCN(C(=O)c3ccco3)CC2)cc1OC
→ -1	-5	-0.6	0	0.9	1.0	-1.9	6	-1
CCCCNC(=O)C1CC(=O)N(CCc2ccc(C)cc2)C1 (configuration not stated)
→ -9	-33	0.3	7	-1.8	0.1	-0.2	10	3
CC(=O)Nc1ccc(S(=O)(=O)NCC2CCC(C(=O)NCCCN3CCCC3=O)CC2)cc1 (configuration not stated)
→ -3	-4	-4.5	-4	-0.3	-2.6	-0.6	-4	-2
COc1ccccc1-c1noc(-c2ccccc2C(=O)N2CCOCC2)n1
→ 1	-3	-2.1	-9	7.2	3.1	-0.2	-8	2
CCOC(=O)C1CCCCN1S(=O)(=O)c1ccc2c(c1)CC(C)N2C(=O)C1CCC1 (configuration not stated)
→ 6	-10	-1.8	9	-0.2	1.7	-2.3	-7	1
CCOc1cc(CNCc2ccccn2)ccc1OCC(=O)NC(C)(C)C
→ -8	-18	1.5	-1	nt	nt	-2.8	0	-3
CC(C)(C)C(=O)N1CCN(c2ccc([N+](=O)[O-])cc2-n2cccc2)CC1
→ -9	-10	1.1	-8	1.2	0.6	-0.2	7	-5
O=C(COC(=O)c1cccnc1Cl)NCCc1ccc(F)cc1
→ 9	0	-0.2	-6	0.1	0.3	0.1	4	-1
COc1ccc(OC)c(N)c1
→ 3	-88	-2.3	-3	0.4	0.9	0.2	9	-1
O=C1CCCN1CCC(=O)N1CCCC(Nc2ccc(F)c(F)c2)C1 (configuration not stated)
→ 15	-8	0.6	-1	1.2	0.6	-0.7	-1	0
Cc1ccc(NC(=S)N(CCN2CCCCC2)Cc2ccco2)cc1C
→ -6	-2	-0.7	-4	nt	-1.0	-0.4	-3	1
CCOC(=O)c1[nH]ncc1CN1CCc2ccc(NC(=O)C3CCCO3)cc2C1 (configuration not stated)
→ 6	-3	-2.3	3	-1.5	-2.8	0.7	6	1
Fc1ccc(NC(=S)N/N=C/c2cccc(Br)c2)c(F)c1
→ 5	-4	-4.2	-1	-2.0	1.5	?	18	-2
Cc1cc2c(c(N3CCOCC3)n1)C(=O)OC2
→ -3	-1	-1.8	6	nt	0.4	0.7	13	10
O=C1OCCC1Sc1nnc(-c2ccc(Cl)cc2Cl)o1 (configuration not stated)
→ 18	-2	-3.6	-3	nt	1.5	0.0	10	1
CSc1nc2nc(-c3cccs3)cc(C(F)(F)F)c2c(=O)[nH]1
→ -38	4	-3.5	-4	-0.9	-0.5	0.9	2	22
O=C(COC(=O)c1ccc(O)cc1O)Nc1nnc(-c2ccccc2)o1
→ 8	?	0.6	2	-0.4	2.0	-7.9	-10	0
CC(OC(=O)c1cc2sccc2n1C)C(=O)NCCc1ccccc1 (configuration not stated)
→ 10	-1	0.6	-4	0.4	2.6	0.7	2	2
COCC(=O)Nc1sc2c(c1C(=O)OC)C(C(=O)OC)CC2 (configuration not stated)
→ 7	-5	-2.1	3	0.3	0.9	-0.6	12	2
Cc1ccc(C)c(NS(=O)(=O)c2ccc(OCC(=O)NCc3cccnc3)cc2)c1
→ 7	1	-3.0	7	nt	0.6	0.3	3	2
O=C(CCc1nc2sc3c(c2c(=O)[nH]1)CCCC3)NCC(=O)Nc1ccccc1Br
→ 18	-2	-4.8	7	-0.4	-3.1	0.0	2	0

The listing continues:
Screens in order: CCHFV vOTU inh	BoNT-F LC inh	FadD28 FP inh	PrPC TRFRET	BioA inh	Mtb UGM inh	BoNT A protease	GDH-TPI inh	Mtb FBA inh
CCOC(=O)C1(C)NC(c2ccco2)C2C(=O)N(c3ccc(C)cc3)C(=O)C21 (configuration not stated)
→ 4	1	-0.2	1	-0.7	-2.0	-0.6	1	1
COc1ccc(N2CCN(C(=O)CNC(=O)c3nn(-c4ccc(OC)cc4)c(=O)c4ccccc34)CC2)cc1
→ -3	30	-3.2	-7	-1.5	-1.2	-1.9	1	1
CC(=NNC(=O)Cn1ccc(C(F)(F)F)n1)c1ccc(-n2ccnc2)cc1
→ 9	-4	-1.3	1	nt	-1.9	-0.1	2	-1
COc1ccc(-c2nc3ccc(Cl)cn3c2Cc2ccc(C)cc2)cc1OC
→ 28	-1	-8.8	2	18	nt	20	nt	4
COc1cc(/C=N/NC(=O)CC(=O)NC2CCCCC2)ccc1O
→ 7	-13	0.9	0	0.2	0.8	-4.2	7	-2
Cc1cccc(NS(=O)(=O)c2ccc(C)c(C(N)=O)c2)c1
→ nt	-4	0.8	nt	-0.2	-0.8	-0.9	1	-3
CC(=O)N1CCN(c2nc(-c3ccco3)c3c(c2C#N)CC(C)(C)SC3)CC1
→ 3	4	-3.7	-7	?	-2.6	3.5	5	2

Complete entries, quoted from the list:
`COc1ccc(-c2nc3ccc(Cl)cn3c2Cc2ccc(C)cc2)cc1OC` in the list: CCHFV vOTU inh = 28; BoNT-F LC inh = -1; FadD28 FP inh = -8.8; PrPC TRFRET = 2; BioA inh = 18; Mtb UGM inh = nt; BoNT A protease = 20; GDH-TPI inh = nt; Mtb FBA inh = 4
`COc1cc(/C=N/NC(=O)CC(=O)NC2CCCCC2)ccc1O` in the list: CCHFV vOTU inh = 7; BoNT-F LC inh = -13; FadD28 FP inh = 0.9; PrPC TRFRET = 0; BioA inh = 0.2; Mtb UGM inh = 0.8; BoNT A protease = -4.2; GDH-TPI inh = 7; Mtb FBA inh = -2

Assay outcomes as filed in PubChem.
